Screens from PubChem.
D2 ag: D2 dopamine receptor (human) agonism | HEK293 T-REx D2 cells, calcium flux agonist mode | activation, % at 2 µM | 340,000 compounds, 0.53% hits | AID 485358;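 active means activation over 3 SD above normal in the single-dose calcium agonist read, cut at about 30% in these data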; further: 0% is about no effect
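In this primary screen, compounds producing a positive calcium signal within 180 s of addition to tetracycline-induced, force-coupled HEK293 Trex D2 cells are flagged; cells are dye-loaded with a no-wash calcium kit beforehand.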
USP1-UAF1 inh: inhibitors of human USP1/UAF1 deubiquitinase. recombinant USP1/UAF1, Ub-Rhodamine cleavage fluorescence. Potency, µM (highest dose often 57.1 µM), without a hit: top-dose activity change, negative = inhibition, actives largely listed as inhibitors. 390,000 compounds, 0.23% hits. AID 743255; further: potency means the concentration at half of the fitted maximal effect; on the % scale 0 is the no-effect control and ±100 the full control effect; nearly all actives have a fitted effect of over 60% in size; inactives centre near -12
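High-throughput fluorogenic screen: 1nM USP1/UAF1 complex, Ub-Rho substrate 150nM final, 50mM HEPES pH 7.8 with 0.5mM EDTA, 0.1 mg/ml BSA, 1mM TCEP and 0.01% Tween-20.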
D2 antagonist: antagonists of human D2 dopamine receptor. HEK293 TREx D2 cells, calcium flux, dopamine EC80. P14416. 340,000 compounds, 2% hits. inhibition, % at 10 µM. AID 485344; in the data active means inhibition above about 30%; further: 0% is about no effect
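Dopamine at EC80 is the agonist stimulus; test compounds precede it by 180 s. Calcium flux read kinetically in a force-coupled, inducible HEK293 T-REx D2 cell line.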
TRHR PAM: allosterically enhances the human TRH receptor. TRHR cells, fluo-8 calcium fluorescence, EC20 TRH enhancement. enhancement, % at 2 µM. 360,000 compounds, 0.66% hits. AID 493056; in the data active means enhancement above about 30%; further: 0% is about no effect
Target sequence (P34981 whole entry, looked up): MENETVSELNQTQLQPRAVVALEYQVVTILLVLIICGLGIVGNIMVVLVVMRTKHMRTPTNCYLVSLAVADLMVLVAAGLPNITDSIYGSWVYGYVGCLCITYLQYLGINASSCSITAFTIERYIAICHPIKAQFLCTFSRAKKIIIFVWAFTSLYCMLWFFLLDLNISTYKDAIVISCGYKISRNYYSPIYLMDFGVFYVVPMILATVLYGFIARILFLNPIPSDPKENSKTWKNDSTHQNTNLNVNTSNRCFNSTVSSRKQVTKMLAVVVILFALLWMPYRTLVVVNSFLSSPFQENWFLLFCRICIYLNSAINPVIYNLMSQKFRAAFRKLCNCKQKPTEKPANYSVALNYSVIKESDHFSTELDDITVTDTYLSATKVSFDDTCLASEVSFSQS
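Enhancer read-out: after compound pinning and an initial kinetic agonist-mode read, an EC20 of TRH (10 nM final) was injected and fluo-8 calcium signal (Ex 480/Em 530) followed at 1 s/cycle for 100 cycles in TRHR-expressing cells.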
rTrxR1 inhibitor: inhibitors of rat thioredoxin reductase 1; 390,000 compounds, 1% hits; O89049; Potency, µM (doses to about 114 µM), for the others: at the top dose activity change, negative = inhibition, actives largely listed as inhibitors; recombinant rTrxR1, NADPH fluorescence consumption, selenite substrate; AID 588453; further: potency means the concentration at half of the fitted maximal effect; on the % scale 0 is the no-effect control and ±100 the full control effect; nearly all actives have a fitted effect of over 65% in size
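Rat TrxR1 (90 nM in the dispensed reagent) was pre-reduced with 400 uM NADPH for 5 min at room temperature, then incubated with compound for 15 min. After 400 uM selenite was added, NADPH fluorescence (Ex 340/Em 450 nm) was followed for 8 min.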
TrxR1 substrate: substrates of rat thioredoxin reductase 1. O89049. purified TrxR1 substrate turnover, NADPH consumption readout. Potency, µM (doses to about 114 µM), for inactives: top-dose activity change, negative = substrate turnover. 390,000 compounds, 0.01% hits. AID 588456; further: potency means the concentration at half of the fitted maximal effect; on the % scale 0 is the no-effect control and ±100 the full control effect; nearly all actives have a fitted effect of over 50% in size
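Rat TrxR1, dispensed at 90 nM, was prereduced with 400 uM NADPH (final) for 5 min at ~22 deg C, then incubated with compound 15 min before 400 uM selenite. A first-read NADPH fluorescence drop versus no-compound background flagged substrates.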
PI4K2A inh: blocks human PI4K2A kinase activity; Q9BTU6; 420,000 compounds, 0.13% hits; activity change, negative = inhibition, % at 76.9 µM; purified PI4K2A, ADP-Glo luminescence, 1 h; stronger effect = lower value; in the data active means activity change below about -50%; inconclusive means mostly about -30% to -49%;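 further: -100% = wells without enzyme as full effect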
Target sequence (Q9BTU6 whole entry, looked up): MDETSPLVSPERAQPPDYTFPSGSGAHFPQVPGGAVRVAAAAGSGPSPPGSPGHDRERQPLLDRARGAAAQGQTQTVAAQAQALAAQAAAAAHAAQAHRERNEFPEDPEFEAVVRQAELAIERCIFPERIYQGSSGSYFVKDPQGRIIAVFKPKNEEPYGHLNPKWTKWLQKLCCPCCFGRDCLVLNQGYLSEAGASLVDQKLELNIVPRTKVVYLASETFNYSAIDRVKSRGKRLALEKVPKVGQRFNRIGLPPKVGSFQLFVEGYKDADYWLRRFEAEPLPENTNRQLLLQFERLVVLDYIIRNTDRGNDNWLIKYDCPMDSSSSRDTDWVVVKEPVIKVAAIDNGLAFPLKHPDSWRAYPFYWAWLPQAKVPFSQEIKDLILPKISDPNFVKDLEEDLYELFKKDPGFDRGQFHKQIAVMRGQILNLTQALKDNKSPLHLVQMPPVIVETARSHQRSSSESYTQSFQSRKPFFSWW
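Compounds are screened against recombinant PI4K2A using PI as substrate and ATP, the latter dispensed at 300 microM. Reactions run one hour at ambient temperature before ADP-Glo detection; full inhibition defined by wells lacking enzyme.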
TRHR ag: agonists of human TRH receptor. TRHR cells, calcium flux fluo-8, FDSS agonist mode. 360,000 compounds, 0.18% hits. activation, % at 2 µM; in the data active means activation above about 30%; further: 0% is about no effect
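Steps: seed TRHR cells overnight; add fluo-8 no-wash Ca dye, RT 30 min–1.5 h; record 10 s baseline; pin-transfer compounds; monitor fluorescence 1 cycle/s for the agonist window. Calcium increases flag candidate agonists.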
IDH1 R132H inh: inhibitors of human mutant IDH1 R132H; O75874; 390,000 compounds, 0.093% hits; IDH1-R132H enzyme, NADPH consumption, diaphorase/resazurin fluorescence; Potency, µM (doses to about 76.6 µM), inactives show at the highest dose activity change, negative = inhibition, usual class: inhibitors; further: potency means the concentration at half of the fitted maximal effect; on the % scale 0 is the no-effect control and ±100 the full control effect; nearly all actives have a fitted effect of over 65% in size
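IDH1-R132H (0.5 ug/mL) preincubated 30 min with compound, then NADPH (0.016 mM) and alpha-KG (2 mM) added; 80 min at RT, pH 7.5. Remaining NADPH coupled via diaphorase/resazurin to fluorescence (540/590 nm); concentration-response curves normalized to no-enzyme control.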
An asterisk follows results filed as active; u = inconclusive; x = no result given; & = joins results of further samples; [ ] = another dose, or the depositor's remark. Unless noted, the call rests on the fitted dose curve; in most records, active means well fitted inhibition curve with a large enough effect; inconclusive means small, poorly fitted or top-dose-only effect; inactive means no such curve, though single readings can be large or run the other way. An unsorted share of the library; overall some 3.9% were active at least once.

Each structure is followed by: D2 ag	USP1-UAF1 inh	D2 antagonist	TRHR PAM	rTrxR1 inhibitor	TrxR1 substrate	PI4K2A inh	TRHR ag	IDH1 R132H inh
(1) COc1ccccc1/C=C/CN1CCCC(CO)(Cc2cccc(Cl)c2)C1 (configuration not stated)
→ 0.9	u	29.4	2.6	35.8%[57.1 µM]	5.9%[57.1 µM]	3.1	1.0	1.5%
(2) Cc1cccc(N(Cc2ccccc2)C(=O)c2ccc(C)c(S(=O)(=O)N3CCOCC3)c2)c1
→ 0.1	-22.8%	14.5	-3.7	27.8%	5.9%	-0.3	0.4	2.3%
(3) CN(C(=O)c1cccc(NC(=O)Cc2ccc(NC(=O)C3CCCN(C(=O)C4CCCCC4)C3)cc2)c1)C1CCCCC1 (configuration not stated)
→ x	-8.8%	x	x	7.0%	-7.0%	0.1	x	1.0%[38.3 µM]
(4) C=CCn1c(NCc2ccc3c(c2)OCO3)nc2ccccc21
→ 0.4	-0.2%	-3.3	21.2	14.5%[57.1 µM]	11.0%[57.1 µM]	0.7	-0.9	1.0%
(5) Cc1ccc(C)c(CN2CCCN(Cc3ccccc3C)S2(=O)=O)c1
→ 0.0	-19.3%	x	0.1	20.8%	3.8%	2.4	0.2	0.2%
(6) Cc1cc2cc3c(cc2nc1SCC(=O)OC(C)C)OCCO3
→ 0.5	u	-10.4	-22.6	60.1%[activator]	31.0%[activator]	-0.6	0.5	2.6%
(7) COc1ccc(CNC(=O)CCCN2C(=O)CCn3nc(-c4cn(C)c5ccccc45)cc32)cc1
→ -1.9	8.3%	x	-3.1	-0.4%[57.1 µM]	-7.3%[57.1 µM]	-1.1	-0.9	2.2%
(8) Cc1ccc(NS(=O)(=O)c2c(C)ccc3nsnc23)c([N+](=O)[O-])c1
→ -3.0	-10.8%	2.2	-11.7	4.9%	-7.5%	2.8	-0.3	0.8%
(9) CS(=O)(=O)N1CCN(Cc2ccccc2C(F)(F)F)CC1
→ 0.2	0.5%	-2.6	-4.8	11.5%[57.1 µM]	5.1%[57.1 µM]	1.0	-0.2	10.6%
(10) CCN1CCN(Cc2ccc(NC(=O)c3cc(NC(=O)N4CCNC4=O)cc(OC)c3)cc2C(F)(F)F)CC1
→ -0.2	-16.3%&-28.4%	-2.9	-3.5	21.7%[57.1 µM]	2.9%[57.1 µM]	-0.4&3.6	0.3	-2.3%&5.1%
(11) Brc1ccc(-c2cn3ccccc3n2)cc1
→ -0.1	-6.2%	-3.8	4.3	16.0%	10.0%	-10.8	-0.6	20.2%
(12) CSc1ncc(CN2CCC(C(=O)Nc3cccc(-c4cscn4)c3)CC2)cn1
→ 0.5	1.1%	-3.7	-0.4	-12.4%	-11.9%	5.8	2.9	0.5%
(13) COc1ccc(-c2nn(-c3ccccc3C)cc2CNC(C)Cn2cncn2)cc1F (configuration not stated)
→ -0.2	-8.1%	-2.9	-2.7	14.9%	-5.9%	-0.3	1.6	18.3%
(14) Nc1nnn(-c2ccccc2)c1-c1ccccc1
→ x	u	x	x	18.1%[11.4 µM]	15.9%[57.1 µM]	-2.1	x	3.8%
(15) COc1cccc(N2C(=O)Nc3ccc(Br)cc3C2(O)C(=O)NCCCOC(C)C)c1 (configuration not stated)
→ -1.4	-14.2%	3.2	3.5	9.0%	5.0%	-3.2	-0.3	-3.5%
(16) O=S(=O)(c1cnc[nH]1)N1CCN(c2ccc(Cl)cc2)CC1
→ x	-22.5%	x	6.9	22.6%[57.1 µM]	8.9%[57.1 µM]	5.2	-0.3	4.3%
(17) CCC1C/C(=C/c2cccs2)C(=O)/C(=C/c2cccs2)C1 (configuration not stated)
→ x	-15.4%	x	3.1	-22.2%	-16.2%	1.9	1.9	1.6%
(18) O=C(COC(=O)CCc1ccc(S(=O)(=O)N2CCOCC2)cc1)NC1CCCCCC1
→ 0.2	-24.1%	-1.0	-3.2	-7.2%	-5.5%	-0.6	0.2	1.4%
(19) O=C(Cc1cccs1)Nc1ccc(S(=O)(=O)Nc2ncccn2)cc1
→ 0.6	-21.3%	9.6	2.4	5.6%	3.5%	0.0	0.2	5.1%
(20) CC(=O)Nc1ccc(NC(=O)c2c(C)nn(-c3ccccc3)c2Cl)cc1C
→ 0.7	-4.4%	-11.3	-1.6	13.8%	1.5%	-1.6	0.1	0.7%
(21) COc1ccc(-c2nnc(SCC(=O)Nc3cccc(C)c3)s2)cc1
→ 1.5	-18.9%	x	-2.3	18.6%[57.1 µM]	6.3%[57.1 µM]	-1.5	0.5	-1.3%
(22) CCC(C)[C@H](NC(=O)Nc1ccc(Oc2ccccc2)cc1)C(=O)O (some centres not stated)
→ 0.2	-9.8%	2.7	-7.3	-3.1%	1.1%	0.7	0.4	-0.5%
(23) COc1cc(-c2cc(-c3ccccc3)nc(SCC(=O)Nc3nccs3)c2C#N)cc(OC)c1OC
→ 0.4	-9.1%	17.4	11.2	31.5%[activator]	77.0%[activator]	-5.0	3.1	1.4%
(24) CC(C)(C)[C@H]1C=C(C(=O)NCc2ccccc2)O[C@@H](OCCCCO)C1
→ x	-20.1%	x	x	20.7%[57.1 µM]	8.2%[57.1 µM]	-1.3	x	5.0%
(25) COc1ccc(-c2nnc3ccc(SCC(=O)N4CCCCCC4)nn23)cc1OC
→ 0.1	-12.3%	10.7	-3.9	2.2%	-3.2%	-14.4	-0.1	-5.7%
(26) COc1ccc(NC(=O)COc2ccc(N(C)S(=O)(=O)c3ccc(Cl)cc3)cc2)cc1
→ 1.2	-24.0%	-16.7	2.4	10.9%	-1.3%	-2.4	1.3	2.2%
(27) COCCSc1ccccc1C(=O)NCC1CCCO1 (configuration not stated)
→ 0.4	7.7%	34.4*	-4.6	26.1%	6.8%	-0.5	-0.1	-1.3%
(28) CCOc1ccc(C(=O)NCc2ccco2)cc1OC
→ 2.3	-10.7%	-29.8	-1.1	6.3%	0.9%	-4.6	-0.4	-0.9%
(29) NC(=O)CSc1nc2ccccc2n1Cc1ccccc1F
→ -0.2	-17.9%	-2.6	-4.3	10.8%	6.0%[57.1 µM]	0.2	0.5	3.1%
(30) CC1(C)CC(=O)C(C=NCCN2CCN(C(=O)NC34CC5CC(CC(C5)C3)C4)CC2)=C(O)C1
→ 0.6	-17.1%	-1.9	6.5	u	4.3%	-6.2	0.1	-1.3%
(31) CS(=O)(=O)c1ccc(-c2nnc(NC(=O)c3ccco3)o2)cc1
→ -1.8	-11.2%	-7.0	-0.5	-3.8%[57.1 µM]	-3.0%[57.1 µM]	2.1	0.0	2.6%
(32) Cn1c(=O)oc2cc(S(=O)(=O)NCCN3CCN(c4ccccc4F)CC3)ccc21
→ 54.9*	u	76.5*	-10.4	6.7%[57.1 µM]	9.9%[57.1 µM]	-6.0	-0.7	12.5%
(33) CCOC(=O)c1ccc(NC(=S)NC(=O)COc2ccccc2)cc1
→ -0.6	-9.4%	-8.3	5.4	-10.7%	-5.9%	3.3	0.2	-3.2%
(34) COc1ccc(Cn2c(=O)[nH]c3cc(C(=O)NCCCN4CCCC4=O)ccc3c2=O)cc1
→ 0.8	-15.3%	22.0	-4.6	13.7%	3.9%	3.0	0.1	3.2%
(35) O=C(COc1ccccc1)NNC(=O)c1cc2ccccc2o1
→ 0.3	-6.4%	7.0	9.3	-13.0%	-9.3%	4.0	-0.1	3.1%
(36) CC(C)c1ccc(N(C(=O)c2snc(C(N)=O)c2N)C(C(=O)NCC2CCCO2)c2ccc(N(C)C)cc2)cc1 (configuration not stated)
→ -5.0	-12.1%	6.4	2.7	-2.9%	7.3%[0.0914 µM]	-1.8	0.2	-7.4%
(37) Cc1ccc(C)c(C(=O)NC(C)CCc2ccccc2)c1 (configuration not stated)
→ -0.7	-6.1%	4.5	-3.3	26.3%	-2.5%	-1.2	-1.7	5.6%
(38) Cc1cccc(C(=O)Nc2sc3c(c2C(=O)N2CCCCC2)CCC(C)C3)c1 (configuration not stated)
→ -0.3	-15.7%	x	4.0	34.6%	12.0%	0.5	-0.4	u
(39) CCN(CC)C(=O)CSc1nnc(-c2cc(-c3ccc(Cl)cc3)nc3ccccc23)o1
→ 0.9	5.5%	-8.6	1.0	-15.0%[57.1 µM]	7.6%[57.1 µM]	4.3	0.0	2.8%
(40) O=C(CCOc1ccccc1)Nc1cccc([N+](=O)[O-])c1
→ -5.1	-6.8%	11.1	-4.8	-11.7%	-12.4%	3.5	-1.1	1.2%
(41) CC(OC(=O)c1cc2sccc2n1C)C(=O)NC(C)(C)C (configuration not stated)
→ -0.1	8.2%	-8.2	12.0	-9.4%	-7.7%	-2.3	-0.7	-1.1%
(42) COC(=O)c1cc(C(=O)OCC(=O)N(C)C2CCS(=O)(=O)C2)cc([N+](=O)[O-])c1 (configuration not stated)
→ 6.1	-0.6%	9.5	-2.9	23.1%[57.1 µM]	-1.4%[57.1 µM]	-3.2	0.7	1.5%
(43) O=c1c2c3c(sc2nnn1Cc1ccc(F)cc1)CCCC3
→ x	-12.2%	x	-4.9	26.2%[57.1 µM]	-1.1%[57.1 µM]	-1.4	-0.2	0.0%
(44) COc1ccc(-c2nnc(SCCOc3ccccc3C)o2)cc1OC
→ -0.6	u	x	-0.1	-7.0%	-9.0%	5.1	1.4	5.8%
(45) CCNS(=O)(=O)c1ccc(CCC(=O)NCc2ccc3c(c2)OCO3)cc1
→ 0.6	-27.1%	6.5	-2.0	15.1%	4.5%	2.1	-0.4	-3.1%
(46) CC(C)(C)C(=O)Nc1nnc(Cc2ccccc2)s1
→ -0.1	2.1%	3.3	-3.7	14.8%	9.8%[57.1 µM]	-1.9	0.3	6.5%
(47) Cc1cc(/C=C2\SC(=S)NC2=O)c(C)n1C1CC1
→ -0.4	u	-11.5	-7.5	u	-1.8%[57.1 µM]	-1.4	14.3	-7.0%
(48) C/C(=N\NC(=O)Cc1cccn1C)c1ccc([N+](=O)[O-])cc1
→ 1.0	-9.0%	-6.2	-2.2	-16.3%	-9.1%	-10.7	-1.0	-0.3%
